# Screening data: PubChem, several laboratories
# SKN-1 block: inhibitors of C. elegans SKN-1; C. elegans VP596 Pgst-4::GFP/RFP ratio, acrylamide-induced, 24 h; inhibition, % at 21.8 µM; 360,000 tested, 0.49% active;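 active = interference check ratio from 0.5 to 1.5 plus GFP to RFP signal ratio inhibition reaching or exceeding a fixed threshold, cut at about 30% in these data, passing the limit was not always enough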; note: some compounds called inactive have numbers as strong as hits
# Neddyl block: cullin neddylation inhibition; P61081+Q13564; TR-FRET cullin neddylation, biochemical; calls only at 25 µM; 360,000 tested, 0.58% active; AID 651699; in the data active = inhibition above about 36%
# MsrA act: bovine methionine sulfoxide reductase A activation; 360,000 tested, 0.3% active; activation, % at 10.6 µM; AID 602163; purified bovine MsrA, absorbance read-out; in the data active = activation above about 7.5%;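 note: 0% = vehicle and 100% = reference activator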
# FAS TE block: blocks the thioesterase domain of human fatty acid synthase. P49327. recombinant FAS-TE, OMFH fluorogenic substrate, fluorescence endpoint. inhibition, % at 15 µM. 360,000 tested, 0.67% active;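 active = compounds whose normalised, plate-corrected inhibition of enzyme fluorescence in the single-dose primary screen is 50% or more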;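 note: 0% = DMSO with enzyme and 100% = substrate without enzyme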
# CendR NRP1 mod: alters CendR peptide binding to human NRP-1; inhibition, % at 25 µM; 360,000 tested, 0.85% active; FAM-RPARPAR peptide binding to NRP-1, fluorescence polarization; O14786;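 active = inhibition or corrected inhibition above about 18%, plus a signal ratio from 0.5 to 1.5, limit read from the data, passing the limit was not always enough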; note: strong numbers were not always called active
# MT1-MMP act inh: inhibitors of human MT1-MMP activation; HT1080 RFP-PRO-GFP cells, GFP/RFP ratio fluorescence, overnight; percent of plate control window, DMSO zero; P50281; GFP/RFP ratio change, % at 20 µM; 360,000 tested, 0.061% active; AID 651647;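 active = GFP/RFP ratio change of at least 30% with cell ATP level not reduced by more than half and red fluorescence within 50% of control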; note: strong numbers were not always called active
#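 Assay system: HT1080 RFP-PRO-GFP cells. Benchmarks: DMSO vehicle wells and RFP-L50D-GFP reporter cell wells. Times: overnight cell settling, then overnight compound exposure, 37 °C, 5% CO2. Compound: 20 µM single dose, 1% DMSO. Read-out basis: GFP/RFP fluorescence ratio.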
# eLon inh: E. coli protease La inhibition; P0A9M0; purified E. coli Lon protease, fluorescence polarization; inhibition, % at 7.94 µM; 360,000 tested, 0.42% active; in the data active = inhibition above about 13%, passing the limit was not always enough;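 note: 0% = enzyme with probe and DMSO and 100% = no enzyme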
# Rin1-Abl PPI inh: blocks binding of human Rin1 to Abl | TR-FRET Rin1/Abl binding, biochemical | P00519+Q13671 | inhibition, % at 7.35 µM | 360,000 tested, 0.4% active | AID 588664; in the data active = inhibition above about 5%, passing the limit was not always enough
# Target sequence (P00519 whole entry, looked up): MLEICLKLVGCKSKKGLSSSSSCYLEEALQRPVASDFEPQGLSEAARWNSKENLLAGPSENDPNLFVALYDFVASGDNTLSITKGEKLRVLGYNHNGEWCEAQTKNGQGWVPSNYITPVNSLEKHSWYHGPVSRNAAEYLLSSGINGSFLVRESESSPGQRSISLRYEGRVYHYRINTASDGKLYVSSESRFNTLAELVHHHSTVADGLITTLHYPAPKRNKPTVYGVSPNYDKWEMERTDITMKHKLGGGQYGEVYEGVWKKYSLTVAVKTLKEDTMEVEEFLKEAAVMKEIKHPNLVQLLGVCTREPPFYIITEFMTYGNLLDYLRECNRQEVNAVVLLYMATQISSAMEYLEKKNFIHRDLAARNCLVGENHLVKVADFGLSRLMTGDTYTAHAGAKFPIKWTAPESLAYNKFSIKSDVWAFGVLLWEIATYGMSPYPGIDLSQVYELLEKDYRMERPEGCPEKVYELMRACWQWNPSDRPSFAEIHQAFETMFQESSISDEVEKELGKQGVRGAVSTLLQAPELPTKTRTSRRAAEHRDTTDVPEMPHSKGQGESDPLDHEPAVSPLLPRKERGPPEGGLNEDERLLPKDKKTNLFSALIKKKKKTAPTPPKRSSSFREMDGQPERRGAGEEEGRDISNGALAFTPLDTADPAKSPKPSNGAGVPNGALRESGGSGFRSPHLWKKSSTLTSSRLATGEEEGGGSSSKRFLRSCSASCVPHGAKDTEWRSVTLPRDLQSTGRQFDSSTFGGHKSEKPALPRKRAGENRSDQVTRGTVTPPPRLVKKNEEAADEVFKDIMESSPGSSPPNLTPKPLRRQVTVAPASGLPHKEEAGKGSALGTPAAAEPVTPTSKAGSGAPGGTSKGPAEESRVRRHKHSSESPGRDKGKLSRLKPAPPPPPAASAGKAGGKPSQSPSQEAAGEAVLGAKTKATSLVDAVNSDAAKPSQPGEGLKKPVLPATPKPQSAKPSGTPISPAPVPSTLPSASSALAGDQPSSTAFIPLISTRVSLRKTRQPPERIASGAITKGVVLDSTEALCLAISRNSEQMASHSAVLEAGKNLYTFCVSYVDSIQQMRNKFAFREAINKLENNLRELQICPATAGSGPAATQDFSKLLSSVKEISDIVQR
# Target sequence (Q13671 whole entry, looked up): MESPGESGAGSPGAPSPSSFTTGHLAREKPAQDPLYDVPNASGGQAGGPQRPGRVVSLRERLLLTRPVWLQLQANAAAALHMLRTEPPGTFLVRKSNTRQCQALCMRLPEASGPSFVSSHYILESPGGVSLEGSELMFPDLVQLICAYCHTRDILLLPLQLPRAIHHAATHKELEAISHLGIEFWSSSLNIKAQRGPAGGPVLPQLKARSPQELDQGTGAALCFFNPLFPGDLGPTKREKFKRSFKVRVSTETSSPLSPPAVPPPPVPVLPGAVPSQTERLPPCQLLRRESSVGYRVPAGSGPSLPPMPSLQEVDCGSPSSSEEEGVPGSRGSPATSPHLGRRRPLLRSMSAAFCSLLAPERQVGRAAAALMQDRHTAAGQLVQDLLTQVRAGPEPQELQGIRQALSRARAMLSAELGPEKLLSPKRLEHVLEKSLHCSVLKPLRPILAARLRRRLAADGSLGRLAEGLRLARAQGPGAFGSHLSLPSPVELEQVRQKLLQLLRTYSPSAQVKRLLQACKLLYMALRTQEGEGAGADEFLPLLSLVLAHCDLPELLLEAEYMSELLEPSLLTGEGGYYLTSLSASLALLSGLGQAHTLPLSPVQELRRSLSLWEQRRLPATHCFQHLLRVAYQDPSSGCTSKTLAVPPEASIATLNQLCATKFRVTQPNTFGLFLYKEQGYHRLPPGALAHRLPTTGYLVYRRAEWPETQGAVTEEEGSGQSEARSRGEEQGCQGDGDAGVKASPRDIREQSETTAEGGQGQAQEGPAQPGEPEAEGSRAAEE
# MsrA inh: bovine MsrA inhibition | inhibition, % at 15.5 µM | purified bovine MsrA, absorbance read-out | AID 651718 | 360,000 tested, 0.75% active; in the data active = inhibition above about 4.5%;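 note: 0% = vehicle wells with enzyme and 100% = reference inhibitor wells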
# An asterisk follows results filed as active; i = inactive; . = not tested or not shown; + = active, no number.
SMILES,SKN-1 block,Neddyl block,MsrA act,FAS TE block,CendR NRP1 mod,MT1-MMP act inh,eLon inh,Rin1-Abl PPI inh,MsrA inh
COc1cccc2sc(Nc3nnc(-c4ccccc4Cl)o3)nc12,-12,.,-4,8,-2,6,0,1,1.4
Cc1ccc(S(=O)(=O)c2nc(-c3cccs3)oc2NCCCN(C)C)cc1,-2,i,-2,-6,8,-1,-6,-1,1.1
O=C(c1ccco1)N1C(=O)c2cccc3c(S(=O)(=O)N4CCCC4)ccc1c23,11,i,-8,8,-14,2,-2,-1,0.2
CNC(=S)NCC(O)c1ccc([N+](=O)[O-])cc1 (centres undefined),5,i,-7,-10,16,-1,-2,0,-0.8
Cc1cccc(N2CCN(C(=O)CSCc3c(C)noc3C)CC2)c1C,7,i,3,6,-22,8,-3,-1,.
Cc1cccn2c(=O)c(C=Nc3ccccc3)c(NCCO)nc12,11,+,-3,-7,4,-4,3,-2,3.2
Cc1cc(=O)oc2cc(OCC3CC(c4ccccc4)=NO3)ccc12 (centres undefined),0,i,-4,27,-1,-5,-7,11*,.
O=C1CC[C@@H](OCc2ccccc2)CCN1CC[C@H](Sc1ccccc1)c1ccccc1,-12,i,-1,19,29*,0,-11,0,-0.3
Cc1ccc(S(=O)(=O)N2CCN(C(=O)COC(=O)c3cc(C)oc3C)CC2)cc1,20,i,-3,4,-8,4,-7,3,-1.7
Cc1cc(C)c[n+](C(C)C(=O)c2ccc(-c3ccccc3)cc2)c1 (centres undefined),8,i,-3,-7,-2,-8,-9,1,0.9
CCCOc1ccc(N2C(=O)CC(SCCc3nc4ccccc4[nH]3)C2=O)cc1 (centres undefined),0,i,-5,-2,14,-2,-3,2,0.1
Cc1ccc(C2=N/C(=C\c3ccc(F)cc3)C(=O)N2)cc1,2,i,0,0,-2,6,-3,3,-0.4
CC(=O)NCCc1ccc(C(=O)COC(=O)c2cccn2C)cc1,-14,i,-1,-3,-3,1,10,1,-1.2
Cc1ccc(Cl)cc1N1CCN(C(=O)COc2ccc3c(c2)CCC3)CC1,8,i,-3,24,3,0,-7,2,0.4
O=C(CN(C(=O)CNS(=O)(=O)c1ccccc1)c1ccc2c(c1)OCCO2)NCc1ccco1,14,i,-6,-3,-16,-3,-3,1,1.0
COc1ccc(C(=O)O)cc1NC(=S)NC(=O)CSc1ccc(Cl)cc1,8,i,-3,8,-16,0,-4,-1,0.7
Cc1cc(NC(=O)CCC(=O)N(c2ccc(F)cc2)C2(C(=O)NC3CCCCC3)CCCC2)no1,-13,i,0,2,8,-6,-4,-5,0.1
COc1ccc(NC(=O)Cn2c(=O)n(Cc3ccco3)c(=O)c3ccccc32)cc1,-4,i,2,2,13,3,-4,4,0.1
COc1ccc(/C=N/N(C)C2=NS(=O)(=O)c3ccccc32)cc1,3,.,-2,-3,5,-10,7,1,0.9
Fc1ccc2cc(-c3ccccc3F)ncc2c1,1,i,-6,4,13,1,1,-2,-1.1
CN(C)C=Nc1nonc1-c1ccccc1,6,i,-2,0,-2,0,-6,0,1.7
CCN(Cc1ccccc1)C(=O)C1CCN(c2ncnc3c2nc2n3CCCCC2)CC1,-10,i,-1,13,16,-1,0,4,0.8
COc1ccc2[nH]c(C)c(CCNC(=S)Nc3cccc(C)c3)c2c1,1,i,-4,-4,4,0,2,4,-1.5
COc1ccc(CCNC(=O)c2cc(=O)[nH]c3ccccc23)cc1,-3,i,-5,-3,7,1,-3,1,-1.1
c1ccc2oc(-c3ccc4nc[nH]c4c3)nc2c1,19,.,-2,-11,17,4,0,-1,-0.4
CC1(C)Oc2ccc3ccc(=O)oc3c2/C(=C/Nc2ccccn2)C1=O,22,i,-3,29,1,-2,-7,5,0.5
CC1(C(=O)NS(=O)(=O)c2cccc(F)c2)CCN1C(=O)Cc1ccc(Cl)cc1Cl (centres undefined),16,i,-3,-6,3,-1,1,-5,-0.3
O=C(NCc1ccccn1)c1cc(-c2ccccc2Cl)nc2ccccc12,2,i,-4,-4,0,-6,1,-3,0.6
CC(CN1CCN(Cc2ccccc2)CC1)OC(=O)c1ccco1 (centres undefined),-4,i,0,-4,1,0,-12,-1,0.0
O=S1(=O)CCO[C@H]2Cc3ccccc3[C@H]2N1Cc1ccc(F)cc1,2,i,0,1,5,1,-1,0,-0.8
Cc1ccc(OCc2cc(C(=O)NCc3cnn(-c4cccc(F)c4)c3)no2)cn1,1,i,0,-1,15,2,-6,3,1.0
CCCOC(=O)c1ccc(NS(=O)(=O)c2cccs2)cc1,-20,i,-8,-8,4,1,-1,-4,-1.6
COc1ccc(C(=S)N2CCOCC2)cc1OC(=O)c1ccc(C)cc1,6,i,0,14,6,2,-2,-1,-0.5
COc1ccc(CN(C)C(=O)c2cc(S(=O)(=O)N3CCOCC3)ccc2N2CCCC2)cc1,-8,i,-9,1,-8,-5,-2,4,-0.9
Cc1onc(-c2c(F)cccc2Cl)c1C(=O)ONC(=O)c1ccco1,0,i,-1,-5,8,-3,17*,2,-0.4
O=S(=O)(NC1CC1)c1ccc(Br)cc1N1CCC[C@H]1CO,9,i,-1,-1,1,7,-11,0,0.9
Cc1nn2c(=O)c(NC(=O)c3ccc(F)cc3)cnc2s1,1,i,-6,-8,14,0,2,-2,0.2
Cc1ccc2c(c1)N(CC(=O)N1CCCc3ccccc31)C(=O)C(C)O2 (centres undefined),-9,i,-2,5,9,9,-11,3,0.4
CCOC(=O)c1cccc(NC(=O)c2ccc(-n3cnnn3)cc2)c1,-13,i,-4,-11,6,4,12,2,0.2
COc1ccc(OC(C)C(=O)N(C)Cc2nc(-c3ccc(C)cc3)no2)cc1 (centres undefined),3,i,1,4,-9,-1,6,0,-1.1
COc1ccc(NC(=O)CN2c3cccc4cccc(c34)S2(=O)=O)cc1OC,9,i,-4,-3,-6,3,-6,-2,-0.6
CCOC(=O)C1(Cc2cccc(OC)c2)CCN(Cc2cc(OC)ccc2OC)CC1,1,i,-2,0,-14,-3,-6,2,0.3
CCNC(=O)C1(C)CCN(C(=O)c2cccs2)C1 (centres undefined),-1,i,-2,-10,2,1,-11,-4,.
CC1=NN=C(c2ccccc2)C(c2c[nH]c3ccccc23)N1O (centres undefined),-4,i,0,-17,3,-2,-7,-1,1.3
O=C(NCC1CC1)c1ccc2nc([C@@H]3O[C@H](CO)[C@H](O)[C@H](O)[C@H]3O)[nH]c2c1,-6,i,-8,-6,5,5,-3,-3,1.3

# Compound profiles, as listed above. Screens in order: SKN-1 block, Neddyl block, MsrA act, FAS TE block, CendR NRP1 mod, MT1-MMP act inh, eLon inh, Rin1-Abl PPI inh, MsrA inh
# Cc1ccc(OCc2cc(C(=O)NCc3cnn(-c4cccc(F)c4)c3)no2)cn1 is listed with 1, i, 0, -1, 15, 2, -6, 3, 1.0
# COc1ccc(C(=O)O)cc1NC(=S)NC(=O)CSc1ccc(Cl)cc1 is listed with 8, i, -3, 8, -16, 0, -4, -1, 0.7
# O=C(NCc1ccccn1)c1cc(-c2ccccc2Cl)nc2ccccc12 is listed with 2, i, -4, -4, 0, -6, 1, -3, 0.6
# Cc1onc(-c2c(F)cccc2Cl)c1C(=O)ONC(=O)c1ccco1 is listed with 0, i, -1, -5, 8, -3, 17*, 2, -0.4
# Cc1cc(C)c[n+](C(C)C(=O)c2ccc(-c3ccccc3)cc2)c1 (centres undefined) is listed with 8, i, -3, -7, -2, -8, -9, 1, 0.9

# The results go on:
SMILES,SKN-1 block,Neddyl block,MsrA act,FAS TE block,CendR NRP1 mod,MT1-MMP act inh,eLon inh,Rin1-Abl PPI inh,MsrA inh
COc1ccc(C(C(=O)NC2CCCCC2)N(C(=O)c2snc(C(N)=O)c2N)c2ccc(OC)cc2OC)cc1 (centres undefined),10,.,0,15,13,-2,-7,18*,2.4
O=S(=O)(c1ccc(Cl)cc1)N1CCC(n2cccc2)CC1,-14,i,-3,17,-1,0,1,1,1.3
C/C(CC(=O)Nc1ccc(Cl)cc1Cl)=N\NC(=O)c1ccco1,-9,i,8.4*,-15,16,4,-14,-4,0.0
O=C(Cc1cccc(NC(=O)C2CCCN(C(=O)CCc3ccccc3)C2)c1)Nc1ccc(C(=O)N2CCCCC2)cc1 (centres undefined),-8,i,1,-4,-3,-1,-11,2,1.7
C#CCCc1cocc1/C=[N+](\[O-])c1ccc(C(=O)OCC)cc1,-13,i,-10,2,-19,-1,-17,4,1.2
CC(=O)N1CCN(Cc2cc(=O)oc3ccccc23)CC1,17,i,-3,-7,10,4,-3,3,0.3
O=C(CCc1nnc(C2(c3ccc(Cl)cc3)CCC2)o1)N1CCCC(O)C1 (centres undefined),2,i,-1,-6,-4,0,-9,-1,0.3
Cc1ccc(SCC(=O)OCn2nnc3ccccc3c2=O)cc1C,3,i,-1,2,-8,2,6,-3,-1.8
CCCCOP(=O)(OCCCC)C(O)c1ccc(N(C)C)cc1 (centres undefined),-5,i,0,-2,-8,2,-1,-2,-0.1
CC(C)C(OC(=O)c1cc2occc2n1C)C(=O)NCc1ccc2c(c1)OCO2 (centres undefined),2,i,-6,11,-1,1,4,3,0.2
CCOC(=O)[C@@H]1[C@H]2COc3cc(OC)ccc3[C@@H]2N2C(=O)N(c3ccc(C(F)(F)F)cc3)C(=O)[C@@]12C,7,i,0,25,-3,0,0,-1,0.3
CC(C)c1ccc(N(CC(=O)NCc2ccc(F)cc2)C(=O)c2snc(C(N)=O)c2N)cc1,8,i,-4,-4,2,0,5,4,0.2
C/C(=N\Nc1nc2ccccc2[nH]1)c1cc2ccccc2o1,-5,i,-6,-35,10,11,-108,-4,1.6
C/C(CC(=O)Nc1cccc(Cl)c1Cl)=N\NC(=O)c1ccccc1N,-12,.,1,-3,5,3,-3,0,1.5
CN(C)S(=O)(=O)c1ccc(NC(=O)C2CCCN(C(=O)c3ccc(Cl)cc3)C2)cc1 (centres undefined),3,i,-8,-1,-6,1,-3,2,0.3
O=C(Nc1cccc(S(=O)(=O)N2CCCCC2)c1)C1CCN(C(=O)c2ccc(Cl)cc2)CC1,3,i,-1,12,2,-2,-10,3,0.9
CN1CCN(C(=O)CSc2nc(-c3cccs3)ccc2C#N)CC1,13,i,-9,-6,-21,-9,-24,-7,4.0
COc1ccc(CCNC(=O)c2ccco2)cc1,30,i,-1,-3,-4,-3,-8,-3,-0.1
O=C(CCN1C(=O)C2C3C=CC(C3)C2C1=O)N1CCN(c2ccccc2F)CC1 (centres undefined),-13,i,-1,-12,-17,-1,1,-1,0.6
NC(=O)c1sc2nc(-c3ccccc3)c3c(c2c1N)CCCC3,14,i,-2,11,-20,-7,-7,-4,2.1
O=C1C(=O)N(CCCO)C(c2ccccc2)/C1=C(\O)c1ccc(Br)cc1 (centres undefined),12,i,-1,-2,-5,-4,0,3,1.7
O=C(N/N=C/c1sc(=O)[nH]c1-[n+]1ccc2ccccc2c1)c1ccccc1[O-],24,i,-4,-1,-8,-66,134*,-3,2.1
CN(CC(=O)Nc1ccccc1Cl)C(=O)COC(=O)c1ccc(-c2ccc(O)cc2)cc1,11,+,-2,-3,9,2,-3,1,1.7
CC(C)OC(=O)CSc1nc(N)c(C#N)c(-c2ccco2)c1C#N,7,i,-1,8,-47,-3,-8,-7,2.4
COC(=O)CSc1snnc1-c1ccc(Cl)c(Cl)c1,24,i,-5,20,3,1,-5,0,0.2
O=C(O)/C=C/c1ccc(S(=O)(=O)Nc2ccc(C(=O)NCC(=O)O)cc2)cc1,3,i,-1,-2,-12,1,-6,3,-0.5
COc1ccc(CNC(=O)CCc2nc3cc(S(=O)(=O)N(C)C)ccc3n2C)cc1OC,-7,i,-2,-2,-1,-3,4,0,-0.4
COc1ccc(-c2ccc(-c3noc(C(C)C)n3)c(OC)n2)cc1,13,.,1,22,-7,0,1,-1,3.0
Cc1ccccc1C(=O)c1cccn1CC(=O)O,-6,i,-4,-6,4,0,8,-2,0.8
O=C(NCCO)c1cccc(Nc2nc(-c3ccccc3)c3cc(Cl)ccc3n2)c1,2,i,17*,17,5,-7,-9,0,0.2

# Compounds were not picked by outcome. About 4.2% of those tested had a hit in this group.
